Screening results (PubChem)
p53null 32C tox – qHTS Screen for Compounds that Selectively Target Cancer Cells with p53 Mutations: Cytotoxicity of p53 Null Cells at the Permissive Temperature. Potency, µM (doses to about 46.1 µM), for the others: at the top dose activity change, negative = cytotoxicity, hits mostly cytotoxic. H1299-neo p53 null cells, ATP luminescence, 24 h, 32C. 55,000 tested, 0.62% active;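 note: 0% = DMSO only and -100% = full killing by 100 µM tamoxifen; nearly all actives have a fitted effect of over 55% in size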
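ATP-content luminescence in p53-null H1299-neo cells after 24 h compound exposure (up to 46 uM) at 32C permissive temperature; 0% and 100% killing set by DMSO and 100 uM tamoxifen; Hill-equation AC50.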
p53null 39C kill – qHTS Screen for Compounds that Selectively Target Cancer Cells with p53 Mutations: Cytotoxicity of p53 Null Cells at the Nonpermissive Temperature; H1299 p53-null (neo) cells, 39C, ATPlite viability, 24 h; Potency, µM (top dose mostly 46.1 µM), without a hit: at the highest dose activity, negative = cell killing, hits mostly cytotoxic; 55,000 tested, 0.97% active;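 note: 0% = DMSO only and -100% = full killing by 100 µM tamoxifen; nearly all actives have a fitted effect of over 50% in size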
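Cells seeded at 600/well, 37C overnight. Compound added (up to 46 uM), plates shifted to 39C for 24 hr. ATPlite added, luminescence read after 20 min at room temperature.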
FH mod – Identification of activators of human fumarate hydratase by quantitative high-throughput screening; 54,000 tested, 0.22% active; Fumarate hydratase, mitochondrial (Homo sapiens), P07954; Potency, µM (series often up to 79.9 µM), inactives show at the highest dose activity change, negative = inhibition, usual class: inhibitors; FH coupled MDH/diaphorase resazurin fluorescence, 15 min; AID 1347055, 2019; note: the screen sought activators but most active calls are inhibition curves; nearly all actives have a fitted effect of over 45% in size
Target sequence (P07954 whole entry, looked up): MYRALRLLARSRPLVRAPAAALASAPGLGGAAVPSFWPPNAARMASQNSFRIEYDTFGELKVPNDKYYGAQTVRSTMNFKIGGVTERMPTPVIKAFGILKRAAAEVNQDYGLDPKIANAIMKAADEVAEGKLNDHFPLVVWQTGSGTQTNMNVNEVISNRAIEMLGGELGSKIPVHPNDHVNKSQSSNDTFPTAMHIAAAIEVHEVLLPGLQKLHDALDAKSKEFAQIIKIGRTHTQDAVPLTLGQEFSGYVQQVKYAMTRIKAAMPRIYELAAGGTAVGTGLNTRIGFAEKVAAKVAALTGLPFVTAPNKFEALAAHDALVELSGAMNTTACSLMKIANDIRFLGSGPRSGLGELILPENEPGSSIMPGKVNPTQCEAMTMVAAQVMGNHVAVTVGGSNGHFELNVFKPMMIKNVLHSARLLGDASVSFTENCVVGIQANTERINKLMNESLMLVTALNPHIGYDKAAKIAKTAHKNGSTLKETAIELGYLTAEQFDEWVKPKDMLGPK
Starred values were filed as active, the others as inactive; [ ] = remark or other dose. Calls come from the whole dose curve; as a rule, active = well fitted curve in the direction sought with a large enough effect; inconclusive = small, poorly fitted or top-dose-only effect, or another doubt; inactive = no such curve, though single readings can be large; an effect the other way counts as inactive or inconclusive. Unless noted, % is set by controls: 0 for no effect and ±100 for the full control effect; potency is the fitted concentration of half-maximal effect.

Screening Cc1c(C(=O)OCC(=O)c2c(N)n(CC(C)C)c(=O)n(C)c2=O)oc2ccccc12 returned p53null 32C tox -1.7% and p53null 39C kill 8.6%.
CCOC(=O)c1cc(C(C)(C)C)oc1CNC(=O)c1c(C)oc2c1CCCC2 was read as p53null 32C tox 7.2% and p53null 39C kill -5.8%.
`CCOC(=O)c1[nH]c2ccc(C)cc2c1N` gave p53null 32C tox inconclusive and p53null 39C kill -26.8%.
`CC(=O)Cc1nsc(NC(=O)c2ccc(Br)o2)n1` gave p53null 32C tox -10.2% and p53null 39C kill -18.0%.
For CC1CC2(NC(=O)NC2=O)C(C)CN1C (configuration not stated) the results were p53null 32C tox 2.4% and p53null 39C kill -3.4%.
For Cc1cccc(NS(=O)(=O)Cc2ccccc2)n1 the results were p53null 32C tox -7.8% and p53null 39C kill -9.3%.
For COc1ccc2oc(=O)c(C(=O)N3CCN(c4ccc(F)cc4)CC3)cc2c1 the results were p53null 32C tox 2.5% and p53null 39C kill -23.4%.
COc1ccc(CCn2nnc(-c3ccc(NC(C)=O)c(Cl)c3)n2)cc1 was read as p53null 32C tox -3.6% and p53null 39C kill -1.0%.
Cc1cccc(NC(=O)c2cnc3scc(C)n3c2=O)c1 was read as p53null 32C tox -4.2% and p53null 39C kill -0.1%.
For O=C1c2ccccc2C(=O)C12OC(c1ccccc1)C1(C(=O)c3ccccc3C1=O)C2c1cccc([N+](=O)[O-])c1 (configuration not stated) the results were p53null 32C tox 0.8% and p53null 39C kill -9.2%.
`COc1ccccc1N1CCN(C(c2ccccc2)c2nnnn2CCc2ccccc2)CC1` (configuration not stated) gave p53null 32C tox 2.5% and p53null 39C kill 7.3%.
For COc1ccc(C(=O)NCC(C)C)c(OC)c1 the results were p53null 32C tox 2.6% and p53null 39C kill 31.3%[activator].
c1ccc(-c2nc(N3CCCCC3)nc3ccccc23)cc1 was read as p53null 32C tox -5.1% and p53null 39C kill -37.9%.
COC(=O)/C=C1\S/C(=N/N=C/c2ccccc2)NC1=O was read as p53null 32C tox -7.4% and p53null 39C kill 28.5%.
Screening CCCCSCc1ccc(C(=O)O)o1 returned p53null 32C tox 3.5% and p53null 39C kill 7.0%.
For O=C(Cn1cnc2ccccc2c1=O)c1ccccc1 the results were p53null 32C tox 0.8% and p53null 39C kill 0.7%.
COc1cc2c(cc1OC)C(COc1ccc3c(C)cc(=O)oc3c1)N(C(=O)c1ccco1)CC2 (configuration not stated) was read as p53null 32C tox -1.9% and p53null 39C kill -5.3%.
Screening COc1ccc(C2C(C(C)=O)=C(O)C(=O)N2Cc2cccnc2)cc1 (configuration not stated) returned p53null 32C tox -6.6% and p53null 39C kill -14.3%.
For Cc1nc2ccccc2n1/C(=N/S(=O)(=O)c1ccc(Br)cc1)c1ccccc1 the results were p53null 32C tox 3.8% and p53null 39C kill 2.9%.
For O=C(O)CSCc1c(F)cccc1Cl the results were p53null 32C tox 0.0% and p53null 39C kill 13.1%.
Screening CCc1cc2c(-n3nc(C)cc3C)ncnc2s1 returned p53null 32C tox 5.8% and p53null 39C kill -8.2%.
For COc1ccccc1C1C=C(c2ccccc2)Nc2nnnn21 (configuration not stated) the results were p53null 32C tox 5.4% and p53null 39C kill -14.2%.
Screening O=C(/C=C/Nc1ccc(S(=O)(=O)Nc2ncccn2)cc1)c1ccc(Cl)c(Cl)c1 returned p53null 32C tox 1.3% and p53null 39C kill 15.6%.
Cc1ccc(OCCNC(=O)Cn2cnc3c(=O)n(C)c(=O)n(C)c32)cc1C was read as p53null 32C tox -2.9% and p53null 39C kill -12.5%.
For COc1ccc(N(CC(=O)Nc2ccc(S(=O)(=O)N3CCCC3)cc2)S(C)(=O)=O)cc1OC the results were p53null 32C tox 0.1% and p53null 39C kill 2.6%.
For O=C(CSc1nnc(CNC(=O)c2cccs2)o1)NC1CCCC1 the results were p53null 32C tox -5.3% and p53null 39C kill 26.7%.
`COc1ccccc1N(CC(=O)NCc1ccccc1)C(=O)CCC(=O)Nc1cc(C)ccn1` gave p53null 32C tox 6.2% and p53null 39C kill 27.8%.
`COc1cc(S(=O)(=O)N(Cc2ccccn2)Cc2ccco2)ccc1-n1cnnn1` gave p53null 32C tox -2.8% and p53null 39C kill -3.4%.
COc1ccc(/C=C2\OC(=S)N(C)C2=O)cc1 was read as p53null 32C tox -2.2% and p53null 39C kill -4.9%.
Screening CCN(CC)S(=O)(=O)c1ccc(NC(=O)C(C)N(c2ccccc2)S(C)(=O)=O)cc1 (configuration not stated) returned p53null 32C tox -5.0% and p53null 39C kill -11.7%.
For COc1cccc(S(=O)(=O)Nc2cccc(C(=O)N3CCOCC3)c2)c1 the results were p53null 32C tox 3.4% and p53null 39C kill 35.6%.
`Cc1cc(C)cc(-c2nnc(SCC(=O)c3ccc4c(c3)OCCO4)o2)c1` gave p53null 32C tox -2.2% and p53null 39C kill 17.8%.
For Cc1ccc(C)c(NC2=NCC(=O)N2c2ccc3c(c2)OCCO3)c1 the results were p53null 32C tox -17.2% and p53null 39C kill -6.7%.
`Nc1nonc1-c1noc(N2CCOCC2)n1` gave p53null 32C tox 8.3% and p53null 39C kill 15.5%.
For O=C1OC(C(=O)O)Cc2ccccc21 (configuration not stated) the results were p53null 32C tox -2.8% and p53null 39C kill 24.8%.
For C=CCNC(=O)c1nc2ccccc2s1 the results were p53null 32C tox -19.9% and p53null 39C kill inconclusive.
Screening CCNc1nc(NC(C)C)nc(N(C#N)C(C)C(=O)N(C)C)n1 (configuration not stated) returned p53null 32C tox -2.8% and p53null 39C kill 19.1%.
Screening COC(=O)c1ccc(NC(=O)CSc2nc3cccnc3n2C)cc1 returned p53null 32C tox -6.2% and p53null 39C kill -19.2%.
COc1ccc(C(=O)CSc2nnc(NC(=O)C3CC(=O)N(c4ccccc4)C3)s2)cc1 (configuration not stated) was read as p53null 32C tox 2.9% and p53null 39C kill 2.3%.
Screening CN1C=CC2=C(C#N)C(N)C(C#N)(C#N)[C@H](c3ccccc3)[C@H]2C1 (some centres not stated) returned p53null 32C tox -0.9% and p53null 39C kill 11.2%.
`CCOC(=O)CNC(=O)CSc1nc2cccnc2n1CC` gave p53null 32C tox -13.3% and p53null 39C kill -10.1%.
CNC(=S)N(Cc1ccc(OC)cc1)C1CC(=O)N(c2ccc(OC)cc2)C1=O (configuration not stated) was read as p53null 32C tox -3.5% and p53null 39C kill -16.0%.
`CCCSC1=C(C#N)C(c2cccs2)C(C(=O)Nc2ccccc2)=C(C)N1` (configuration not stated) gave p53null 32C tox 2.7% and p53null 39C kill 20.7%.
Screening COC(=O)C1=C(C)N=c2s/c(=C3\C(=O)Nc4ccccc43)c(=O)n2C1c1ccccc1 (configuration not stated) returned p53null 32C tox -3.2% and p53null 39C kill 9.9%.
`CC(C)OC(=O)c1c(NC(=O)c2ccco2)sc2c1CCCC2` gave p53null 32C tox -0.8% and p53null 39C kill -1.7%.

Reprinted at random: two compounds from above, in no set order.
For O=C1OC(C(=O)O)Cc2ccccc21 (configuration not stated) the results were p53null 32C tox -2.8% and p53null 39C kill 24.8%.
`CCCSC1=C(C#N)C(c2cccs2)C(C(=O)Nc2ccccc2)=C(C)N1` (configuration not stated) gave p53null 32C tox 2.7% and p53null 39C kill 20.7%.

Returning to the listing, repeating the 3 entries before the break.
`CCCSC1=C(C#N)C(c2cccs2)C(C(=O)Nc2ccccc2)=C(C)N1` (configuration not stated) gave p53null 32C tox 2.7% and p53null 39C kill 20.7%.
Screening COC(=O)C1=C(C)N=c2s/c(=C3\C(=O)Nc4ccccc43)c(=O)n2C1c1ccccc1 (configuration not stated) returned p53null 32C tox -3.2% and p53null 39C kill 9.9%.
`CC(C)OC(=O)c1c(NC(=O)c2ccco2)sc2c1CCCC2` gave p53null 32C tox -0.8% and p53null 39C kill -1.7%.
`Cc1ccc(C2(CCN)CCOC(C(C)C)C2)cc1` (configuration not stated) gave p53null 32C tox 6.1% and p53null 39C kill -10.0%.
For Cc1ccccc1NC(=O)c1ocnc1C the results were p53null 32C tox -3.8% and p53null 39C kill -6.8%.
`CCOC(=O)c1sc(N(C)C)nc1-c1ccccc1` gave p53null 32C tox -1.3% and p53null 39C kill -17.6%.
`COCCCNC(=O)c1sc2ncnc(N3CCc4ccccc4C3)c2c1C` gave p53null 32C tox 6.1% and p53null 39C kill -7.7%.
Screening Cc1ccsc1C(=O)NC(C)c1ccc2c(c1)OCO2 (configuration not stated) returned p53null 32C tox 2.2% and p53null 39C kill -5.2%.
For CC(=O)c1nn(-c2ccc(Br)cc2)cc1C(=O)c1ccco1 the results were p53null 32C tox 4.0% and p53null 39C kill 2.6%.
O=C(Cn1cnc([N+](=O)[O-])n1)N/N=C/c1cccc2ccccc12 was read as p53null 32C tox -7.2% and p53null 39C kill -5.1%.
`O=C(c1cccc([N+](=O)[O-])c1)N(c1ccccn1)c1ccccn1` gave p53null 32C tox -11.1% and p53null 39C kill -15.8%[1.84 µM].
`COc1ccc(NC(=O)CSc2nnc(Cn3c(=O)sc4ccccc43)n2C)c(OC)c1` gave p53null 32C tox -7.2% and p53null 39C kill 3.5%.
`CCOC(=O)c1cnc2nc(NCc3ccc(OC)c(OC)c3)[nH]n2c1=O` gave p53null 32C tox 0.1% and p53null 39C kill 7.2%.
`Cc1ccc(-c2nnc(CSc3nc(C(C)C)nc4sc(C)c(C)c34)o2)cc1` gave p53null 32C tox -1.7% and p53null 39C kill 0.0%.
`Cc1ccc(-c2nnc(SCC(=O)Nc3sc(C)c(C)c3C#N)n2C)cc1` gave p53null 32C tox 3.4% and p53null 39C kill 7.9%.
CC(C)CC(=O)NC(=S)Nc1cc(C(F)(F)F)ccc1N1CCOCC1 was read as p53null 32C tox 4.4% and p53null 39C kill 20.4%[1.84 µM].
For CCN(CC)C(=O)c1ccc(CS(=O)(=O)c2ccc(OC)cc2)o1 the results were p53null 32C tox -5.3% and p53null 39C kill -0.2%.
`C/C(=N\OCC(=O)Nc1c(C)cc(C)cc1C)c1ccc2c(c1)OCCO2` gave p53null 32C tox -6.5% and p53null 39C kill 0.2%.
CCOc1cc(C(=O)Nc2c(C)ccc3nsnc23)cc(OCC)c1OCC was read as p53null 32C tox 0.8% and p53null 39C kill 8.2%.
CCOc1cccc2cc(-c3nnc(NCc4ccc5c(c4)OCO5)s3)c(=O)oc12 was read as p53null 32C tox 4.4% and p53null 39C kill 30.3%[1.84 µM].
For CCOc1ccc(C2=NNC(c3cccs3)=Nc3ccc(OC)cc32)cc1 the results were p53null 32C tox -7.5% and p53null 39C kill 7.2%.
Screening NS(=O)(=O)c1ccc(NC(=O)N[C@@H](Cc2ccccc2)C(=O)O)cc1 returned p53null 32C tox 2.7% and p53null 39C kill 13.0%.
c1ccc(CCCNc2ncccn2)cc1 was read as p53null 32C tox -5.8% and p53null 39C kill -14.0%.
Cc1ccc(NC(=O)C(CC(C)C)NC(N)=O)cc1Cl (configuration not stated) was read as p53null 32C tox 3.0% and p53null 39C kill 15.6%[1.84 µM].
For CC1(C)CC(=O)c2c(nn(-c3ccccc3)c2-c2ccncc2)C1 the results were p53null 32C tox 5.9% and p53null 39C kill 6.8%.
Screening O=C(/C=C/c1ccc(Cl)c(Cl)c1)N1CCc2ccccc21 returned p53null 32C tox -1.8% and p53null 39C kill -15.0%[1.84 µM].
`O=C(CN1C(=O)C2(OCCO2)c2ccccc21)c1ccc(Cl)cc1` gave p53null 32C tox 4.4% and p53null 39C kill 2.8%.
Screening Cc1ccc(-n2nnnc2-c2cnn(-c3cccc(F)c3)c2C(F)(F)F)cc1 returned p53null 32C tox 2.0% and p53null 39C kill -9.9%.
Screening CCOC(=O)c1oc2ccc(CNC3CCCCC3)c(Cl)c2c1C returned p53null 32C tox -11.5% and p53null 39C kill -26.8%.
CC(C)CCn1cnc2c1c(=O)n(C)c(=O)n2C was read as p53null 32C tox -8.1% and p53null 39C kill -4.5%.
Screening CC(C)OC(=O)/C(=C/c1cccnc1)NC(=O)c1ccccc1 returned p53null 32C tox -8.6% and p53null 39C kill -13.3%[1.84 µM].
Screening COC(=O)C1=C(O)C(C(=O)OC)C(c2ccc(C)cc2)C(C#N)(C#N)C1c1ccc(C)cc1 (configuration not stated) returned p53null 32C tox -3.0% and p53null 39C kill -7.5%.
`CCC(=O)N1CCc2cc(S(=O)(=O)CCC(=O)Nc3nc(C)cs3)ccc21` gave p53null 32C tox 4.6% and p53null 39C kill -9.3%.
`NCCCCCCCCCCN` gave FH mod -16.8%[53.3 µM].
Screening NC(=O)c1cc[n+](CC2=C(C(=O)O)N3C(=O)[C@@H](NC(=O)[C@@H](c4ccccc4)S(=O)(=O)[O-])[C@H]3SC2)cc1 returned FH mod -22.8%[53.3 µM].
Screening CSC(N)=NCCC[C@H](N)C(=O)O returned FH mod -7.6%[53.3 µM].
`CNc1ncnc2c1ncn2[C@@H]1O[C@H](CO)C(O)[C@H]1O` (some centres not stated) gave FH mod -1.5%[53.3 µM].
Screening N[C@H](CO)C(=O)O returned FH mod -17.6%[53.3 µM].

These rows are one share of the data. The share of hits here may be higher or lower than overall.
